From PubChem
M1 PAM parental = M1 PAM counterscreen hit in parental CHO-K1 cells; activation, % at 3 µM; ATP EC20, Fluo-8 calcium fluorescence; 0% at ATP EC20, 100% at ATP max; AID 602247; 0.02% of 360,000 active;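 active = activation above the run cutoff, the mean activation of all test compounds plus 3 SD, cut at about 40% in these data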;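 also: peak over basal fluorescence ratio in a 140 s read after ATP addition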
CHRM5 antagonist = CHRM5 antagonism in calcium assay; inhibition, % at 3 µM; CHO-hM5 cells, Fluo-8 calcium fluorescence, ACh EC80; P08912; AID 624040; 0.59% of 360,000 active;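 active = inhibition above a per-plate cutoff, the mean of that plate's test compounds plus 3 SD, cut at about 27% in these data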;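 also: 0% = acetylcholine EC80 with DMSO and 100% = DMSO without agonist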
Target sequence (P08912 whole entry, looked up): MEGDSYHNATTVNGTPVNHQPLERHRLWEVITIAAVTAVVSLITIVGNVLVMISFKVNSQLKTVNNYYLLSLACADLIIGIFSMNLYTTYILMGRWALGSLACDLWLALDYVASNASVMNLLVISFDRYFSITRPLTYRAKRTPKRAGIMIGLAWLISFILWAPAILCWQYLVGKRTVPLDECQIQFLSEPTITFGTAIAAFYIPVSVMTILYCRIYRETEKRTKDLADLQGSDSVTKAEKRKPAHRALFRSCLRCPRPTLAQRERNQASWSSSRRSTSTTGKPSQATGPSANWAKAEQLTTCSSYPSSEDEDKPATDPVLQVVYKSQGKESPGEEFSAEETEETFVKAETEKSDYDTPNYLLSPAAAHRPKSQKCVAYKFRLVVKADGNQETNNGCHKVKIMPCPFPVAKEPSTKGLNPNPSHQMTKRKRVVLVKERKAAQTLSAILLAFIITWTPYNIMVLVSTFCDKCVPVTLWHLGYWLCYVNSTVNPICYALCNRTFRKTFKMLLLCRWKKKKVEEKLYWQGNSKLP
CHO-K1 Ca ag = nonselective activator or artifact in parental CHO-K1 cells; Fluo-8 calcium fluorescence; scaled to maximal ATP response, vehicle zero; activation, % at 3 µM; 0.48% of 360,000 active; in the data active = activation above about 15%;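 also: untransfected CHO-K1 host cells lacking M1 receptor as counterscreen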
M4 antag = CHRM4 antagonism in calcium assay; inhibition, % at 3 µM; 0.73% of 360,000 active; CHO-hM4 cells, ACh EC80, Fluo-8 calcium fluorescence;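 active = inhibition above its plate's cutoff, the mean inhibition of sample wells plus 3 SD, cut at about 27% in these data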;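 also: 0% = acetylcholine EC80 with DMSO and 100% = DMSO without agonist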
Target sequence (P08173 whole entry, looked up): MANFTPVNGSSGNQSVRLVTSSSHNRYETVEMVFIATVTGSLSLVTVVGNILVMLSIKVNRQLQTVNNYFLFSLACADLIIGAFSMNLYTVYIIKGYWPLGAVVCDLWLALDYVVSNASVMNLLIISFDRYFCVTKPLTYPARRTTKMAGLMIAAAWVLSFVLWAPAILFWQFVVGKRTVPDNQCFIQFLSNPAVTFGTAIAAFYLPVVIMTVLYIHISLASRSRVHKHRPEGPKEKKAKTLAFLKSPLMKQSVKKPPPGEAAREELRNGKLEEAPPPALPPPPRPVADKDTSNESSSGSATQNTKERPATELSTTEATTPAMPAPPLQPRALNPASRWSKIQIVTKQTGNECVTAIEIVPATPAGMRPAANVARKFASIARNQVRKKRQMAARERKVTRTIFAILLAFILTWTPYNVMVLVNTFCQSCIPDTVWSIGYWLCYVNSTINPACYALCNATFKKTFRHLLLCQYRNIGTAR
M5 PAM = positive allosteric modulators of human muscarinic M5 receptor; AID 624038; CHO-K1 hM5, Fluo-8 calcium, ACh EC20 PAM; 0% = ACh EC20, 100% = ACh EC100; 0.3% of 360,000 active; activation, % at 3 µM;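 active = activation above the run cutoff, the mean activation of all test compounds plus 3 SD, cut at about 18% in these data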
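Assay system – human M5 receptor in CHO-K1 cells · Read-out – % activation, ACh-normalized · Technique – Fluo-8 calcium fluorescence · Dosing – single-point, 3 µM nominal · Incubation – Fluo-8 loading 80 min at 37 °C plus 30 min room temperature · Repeats – singlicate, one well per test compound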
CHRM5 agonist = CHRM5 agonism in calcium assay | CHO-K1 hM5 cells, Fluo-8 calcium fluorescence; 0% DMSO wells, 100% maximal acetylcholine response | activation, % at 3 µM | 0.19% of 360,000 active;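 active = activation above the run's mean over test compounds plus 3 SD, cut at about 23% in these data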;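 also: signal is peak over basal fluorescence ratio across the kinetic read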
M4 PAM = potentiates acetylcholine response at human M4 receptor. 0.4% of 360,000 active. activation, % at 3 µM. P08173. CHO-K1 hM4/Gqi5, Fluo-8 calcium fluorescence, ACh EC20; 0% = ACh EC20, 100% = maximal ACh;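 active = activation above its plate's cutoff, the mean activation of sample wells plus 3 SD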; also: some results filed as inactive read as strong as hits
CHRM4 agonist = agonists of human muscarinic M4 receptor (CHRM4) | P08173 | CHO-K1 hM4/Gqi5, Fluo-8 calcium fluorescence; vehicle 0%, full acetylcholine response 100% | activation, % at 3 µM | 0.14% of 360,000 active;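 active = activation above the run mean over all test wells plus 3 SD, cut at about 32% in these data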;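 also: peak over basal fluorescence ratio per well then scaled between controls; 0% = DMSO wells and 100% = acetylcholine at EC100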
CHO-K1 Ca antag = M1 antagonist counterscreen hit in parental CHO-K1 cells | ATP-induced calcium, Fluo-8 fluorescence | 0.6% of 360,000 active | AID 602250 | inhibition, % at 3 µM;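 active = inhibition above a per-plate cutoff, the plate's mean sample inhibition plus 3 SD, cut at about 24% in these data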;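 also: 0% = DMSO plus EC80 ATP and 100% = DMSO alone without ATP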
Starred values were filed as active, the others as inactive. Random draw from the library; any-hit rate near 2.7%.

SMILES	M1 PAM parental	CHRM5 antagonist	CHO-K1 Ca ag	M4 antag	M5 PAM	CHRM5 agonist	M4 PAM	CHRM4 agonist	CHO-K1 Ca antag
Nc1cc(N)nc(SCC(=O)Nc2ccccc2N2CCOCC2)n1	18.8	-0.5	0.2	-11.3	8.4	-0.3	-0.3	0.9	0.9
CC(=O)Nc1cccc(-c2cn3ccccc3n2)c1	-15.3	-2.7	0.1	-2.9	0.4	1.6	4.5	1.3	15.7
Cc1ccccc1-c1nnc(CS(=O)(=O)c2ccccc2)o1	24.8	-7.7	1.6	-1.4	3.3	-1.2	2.8	1.8	-11.8
CC(C)CC(=O)NC(=S)NCc1ccccc1	-7.1	1.2	-0.1	12.7	-1.1	-2.1	1.4	-0.1	8.8
CCOC(=O)c1nnn(-c2nonc2N)c1CN1CCc2ccccc2C1	20.6	-3.3	1.5	6.4	-3.6	0.9	-8.0	0.8	-7.1
Cc1ccc(CNC(=O)C2CCN(S(=O)(=O)N3CCC(C)CC3)CC2)cc1	14.8	3.1	1.7	-17.0	-1.8	0.3	9.1	2.6	-8.5
CCc1cccc(C)c1NC(=O)c1ccc(CN2CCc3ccccc3C2)cc1	18.3	6.2	5.8	-6.1	-13.7	-3.6	-10.4	11.3	-7.8
Cc1c(NC(=O)c2ccc(C(C)(C)C)cc2)cccc1[N+](=O)[O-]	7.2	9.0	1.9	6.0	-11.8	-5.8	-16.8	2.4	-5.0
Cc1cc(C)n2c(SCC(=O)N(C)C3CCS(=O)(=O)C3)nnc2n1 (stereo unspecified)	16.4	-9.1	0.7	3.5	5.7	-1.3	1.0	0.3	-9.2
CCN(C(=O)CN1C(=O)S/C(=C\c2ccc(F)cc2)C1=O)C1CCS(=O)(=O)C1 (stereo unspecified)	10.1	2.1	1.4	-14.8	-7.6	-5.0	-6.0	2.2	-4.8

Three entries from above, with two lines to a compound.
Second line of a record: M1 PAM parental | CHRM5 antagonist | CHO-K1 Ca ag | M4 antag | M5 PAM | CHRM5 agonist | M4 PAM | CHRM4 agonist | CHO-K1 Ca antag
> Cc1cc(C)n2c(SCC(=O)N(C)C3CCS(=O)(=O)C3)nnc2n1 (stereo unspecified)
 : 16.4 | -9.1 | 0.7 | 3.5 | 5.7 | -1.3 | 1.0 | 0.3 | -9.2
> Cc1ccc(CNC(=O)C2CCN(S(=O)(=O)N3CCC(C)CC3)CC2)cc1
 : 14.8 | 3.1 | 1.7 | -17.0 | -1.8 | 0.3 | 9.1 | 2.6 | -8.5
> CC(C)CC(=O)NC(=S)NCc1ccccc1
 : -7.1 | 1.2 | -0.1 | 12.7 | -1.1 | -2.1 | 1.4 | -0.1 | 8.8

Some values from above.
Result for CC(=O)Nc1cccc(-c2cn3ccccc3n2)c1 in M5 PAM: 0.4
Result for CCOC(=O)c1nnn(-c2nonc2N)c1CN1CCc2ccccc2C1 in CHO-K1 Ca antag: -7.1
Result for CCc1cccc(C)c1NC(=O)c1ccc(CN2CCc3ccccc3C2)cc1 in CHRM4 agonist: 11.3
Result for Cc1cc(C)n2c(SCC(=O)N(C)C3CCS(=O)(=O)C3)nnc2n1 (stereo unspecified) in CHRM5 antagonist: -9.1

Additional results:
SMILES	M1 PAM parental	CHRM5 antagonist	CHO-K1 Ca ag	M4 antag	M5 PAM	CHRM5 agonist	M4 PAM	CHRM4 agonist	CHO-K1 Ca antag
O=C(O)c1ccccc1OC(C(=O)Nc1cc(Cl)cc(Cl)c1)c1ccccc1 (stereo unspecified)	-1.5	12.6	0.2	1.9	1.0	-2.3	-2.9	0.9	-1.6
Cc1cc(C)c(C(=O)N2CCCC(CNS(=O)(=O)N(C)C)C2)o1 (stereo unspecified)	4.2	12.2	0.2	-1.0	-1.3	-3.2	4.3	0.5	-16.0
Cc1ccc(S(=O)(=O)NCC(=O)N(CC(=O)NC2CCCCC2)CC2CCCO2)cc1 (stereo unspecified)	12.1	3.5	-0.1	8.2	-8.7	-4.8	-2.8	0.2	-4.6
CCCOc1ccc(/C=N/Nc2cccc([N+](=O)[O-])c2)c(O)c1	21.6	0.3	1.1	-6.6	-4.0	-1.3	11.2	0.7	-11.0
O=C(N/N=C/c1ccccn1)c1cc(C2CC2)[nH]n1	8.5	4.7	0.4	-2.0	-5.5	-1.3	-3.1	0.8	-5.2
N#Cc1cccc(NC(=O)C2SC(=Nc3ccccc3)C(C(=O)N3CCOCC3)=C2N)c1 (stereo unspecified)	11.8	4.2	-0.1	-5.4	0.7	-0.8	2.4	1.7	-13.5
O=C(NNC(=O)c1ccc(Cl)cc1Cl)Nc1ccccc1	18.5	6.5	0.9	6.0	-3.1	-2.1	8.9	1.5	-6.9
Cc1ccc(SCC(=O)OCC(=O)NCCC2=CCCCC2)cc1	6.0	-5.6	-0.2	-6.1	7.9	-2.8	7.9	-0.5	-18.5
O=c1c2ccccc2sc2nc(C3CCCCC3)n(Cc3ccco3)c(=O)c12	23.7	3.7	2.6	-0.9	0.2	1.5	7.8	-1.7	3.8
CC(C)c1nnc(NC(=O)c2cccc(NC(=O)C(F)(F)F)c2)s1	10.7	6.1	2.1	3.4	-4.9	1.7	-8.9	2.9	-8.8

By substructure: those above containing two or more sulfur atoms
SMILES	M1 PAM parental	CHRM5 antagonist	CHO-K1 Ca ag	M4 antag	M5 PAM	CHRM5 agonist	M4 PAM	CHRM4 agonist	CHO-K1 Ca antag
Cc1cc(C)n2c(SCC(=O)N(C)C3CCS(=O)(=O)C3)nnc2n1 (stereo unspecified)	16.4	-9.1	0.7	3.5	5.7	-1.3	1.0	0.3	-9.2
CCN(C(=O)CN1C(=O)S/C(=C\c2ccc(F)cc2)C1=O)C1CCS(=O)(=O)C1 (stereo unspecified)	10.1	2.1	1.4	-14.8	-7.6	-5.0	-6.0	2.2	-4.8

Next part
SMILES	M1 PAM parental	CHRM5 antagonist	CHO-K1 Ca ag	M4 antag	M5 PAM	CHRM5 agonist	M4 PAM	CHRM4 agonist	CHO-K1 Ca antag
C[C@H](CO)N1C[C@H](C)[C@H](CN(C)Cc2ccc(Oc3ccccc3)cc2)Oc2ccc(NC(=O)Nc3cccc4ccccc34)cc2CC1=O	4.5	2.7	0.2	-11.6	6.1	1.3	7.6	2.0	-9.1
CC(Sc1nnc(-c2ccccc2F)n1C1CC1)C(=O)NC(N)=O (stereo unspecified)	-6.8	4.2	0.6	-10.4	0.5	-1.3	12.1	3.4	-15.8
CO/N=C(\c1nonc1N)N1CCN(c2ccc(Cl)cc2[N+](=O)[O-])CC1	13.6	7.9	2.0	7.4	-13.8	2.7	-6.1	9.6	-16.5
O=C(CCC1N=C2c3ccccc3N=C(SCc3cccc(Cl)c3)N2C1=O)NCc1ccco1 (stereo unspecified)	3.6	3.8	0.1	-9.1	-9.9	-13.0	2.4	1.8	5.3
COc1ccc2[nH]c(C(=O)Nc3cccc(C)n3)cc2c1	-4.2	-2.0	2.1	-4.1	0.0	1.9	-3.5	5.4	12.0
COC(=O)C1=C(C)N(C)C(=S)NC1c1ccccc1 (stereo unspecified)	-2.0	5.3	0.2	1.9	-3.1	-1.8	10.7	0.9	8.5
CC(=O)N1CCC(C(=O)Nc2ccc(S(=O)(=O)N3CCCCC3)cc2)CC1	-0.1	3.6	0.6	-6.3	-4.8	-4.8	0.3	0.7	-0.4
O=C1C=C(c2cc(Cl)cc(Cl)c2)C[C@@H](c2ccc3c(c2)OCO3)C1	9.5	10.7	0.2	8.8	-0.4	3.2	0.0	0.0	-6.9
Cc1noc(C)c1S(=O)(=O)N1CCC(C(N)=O)CC1	7.2	3.6	0.8	-11.4	4.0	-3.8	2.6	0.1	-4.6
O=C(CCS(=O)(=O)c1ccc(F)cc1)Nc1nnc(-c2ccco2)o1	-1.9	4.6	0.9	1.2	0.1	1.6	1.6	-0.2	-0.9
O=c1c2ccccc2c(-c2ccc(Cl)cc2)nn1-c1ccccc1	3.0	-5.6	0.0	-4.0	3.1	0.8	7.1	-2.8	18.3
COc1cccc(-c2nc(CS(=O)(=O)CC(=O)Nc3ccccc3Cl)c(C)o2)c1	11.7	-4.0	1.5	-17.5	1.5	-1.5	4.5	0.1	-22.3
Cc1ccc(C(=O)NCC(=O)OCc2csc(-c3ccccc3)n2)cc1	16.3	5.8	0.7	0.9	-0.4	-6.4	-3.3	0.1	-4.4
CN(C)CCN(C(=O)C1CCCCC1)c1nc2cc3c(cc2s1)OCCO3	24.5	4.3	-0.1	-2.3	-5.0	-1.7	-0.4	1.5	-20.7
CC(=O)Nc1c(-c2ccccc2)nc2ncccn12	20.2	0.6	0.6	-4.7	1.8	0.4	2.1	-0.4	-1.1
CCN1CCN(c2cc(C)c3cc(NC(=O)c4cncc(Br)c4)ccc3n2)CC1	-1.6	-8.3	0.2	-3.1	-2.2	-12.9	7.8	1.9	-10.6
COCCNC(=O)CSc1nc2nn(-c3ccccc3)c(=O)c-2c2n1CCCCC2	5.1	-6.0	-0.1	-3.8	-6.4	2.7	0.7	1.4	-3.0
Cc1cccc(-c2nnc(SCC(=O)Nc3cccc(C(=O)N4CCOCC4)c3)n2C)c1	-5.4	-3.0	0.2	-3.7	3.7	0.0	-2.6	-0.3	23.2
CCOC(=O)CSc1nnc(-c2ccco2)n1-c1ccccc1	8.7	0.8	0.8	-6.0	1.3	0.1	7.3	1.0	-17.8
CCCc1cc(C(=O)N2CCCC(C(=O)c3ccc(Cl)cc3)C2)n(C)n1 (stereo unspecified)	-1.2	0.0	6.2	-8.0	-6.1	-0.1	-5.4	8.7	-8.5
O=C(CN1C(=O)c2ccccc2S1(=O)=O)NCCSCc1c(F)cccc1Cl	-14.1	6.0	4.1	-4.0	-3.5	-1.6	-2.0	3.8	-15.1
COc1cc(/C=C/C(=O)OCC(=O)Nc2ccc(C)cc2[N+](=O)[O-])ccc1O	11.3	8.8	0.8	9.9	-10.1	-3.5	-4.4	0.6	-12.0
CN(C)CCOC(=O)Cc1ccc(Cl)cc1	18.8	-2.3	1.3	-2.6	0.0	-11.9	5.3	0.6	-1.4
COCCSc1nnc(NC(=O)CCS(=O)(=O)Cc2ccccc2)s1	-3.8	4.5	1.0	4.5	-2.7	-1.1	-2.6	1.4	-9.9
COc1ccc(/C=C/C(=O)NNC(=O)C(C)Oc2ccccc2F)cc1OC (stereo unspecified)	-0.8	10.2	1.1	-4.6	-3.0	1.3	-3.2	1.1	-5.3
COc1cc(OC)c(OC)cc1CNC(=O)CCN1C(=O)c2cccc([N+](=O)[O-])c2C1=O	-6.8	4.3	0.3	10.2	-0.9	2.5	-10.0	1.5	-4.1
CNS(=O)(=O)c1ccc2nc(NC(=O)/C=C/c3ccco3)sc2c1	-3.1	6.5	4.0	-6.6	-1.3	0.1	-9.4	9.2	-2.8
N#Cc1cn(CC(=O)O)c2ccccc12	13.9	-2.2	0.4	-11.4	5.7	-2.3	5.0	0.2	-7.4

Pulled by compound from above (two):
SMILES	M1 PAM parental	CHRM5 antagonist	CHO-K1 Ca ag	M4 antag	M5 PAM	CHRM5 agonist	M4 PAM	CHRM4 agonist	CHO-K1 Ca antag
COc1cc(/C=C/C(=O)OCC(=O)Nc2ccc(C)cc2[N+](=O)[O-])ccc1O	11.3	8.8	0.8	9.9	-10.1	-3.5	-4.4	0.6	-12.0
COc1cc(OC)c(OC)cc1CNC(=O)CCN1C(=O)c2cccc([N+](=O)[O-])c2C1=O	-6.8	4.3	0.3	10.2	-0.9	2.5	-10.0	1.5	-4.1
